From PubChem BioAssay
DAGLB inh: blocks human DAGLB lipase activity; inhibition, % at 5.17 µM; 340,000 compounds, 0.059% hits; Q8NCG7; HEK293T DAGLB membrane lysate, EnzChek fluorogenic substrate; in the data active = inhibition above about 34%;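 also: 0% = enzyme with vehicle and 100% = wells lacking enzyme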
Target sequence (Q8NCG7 whole entry, looked up): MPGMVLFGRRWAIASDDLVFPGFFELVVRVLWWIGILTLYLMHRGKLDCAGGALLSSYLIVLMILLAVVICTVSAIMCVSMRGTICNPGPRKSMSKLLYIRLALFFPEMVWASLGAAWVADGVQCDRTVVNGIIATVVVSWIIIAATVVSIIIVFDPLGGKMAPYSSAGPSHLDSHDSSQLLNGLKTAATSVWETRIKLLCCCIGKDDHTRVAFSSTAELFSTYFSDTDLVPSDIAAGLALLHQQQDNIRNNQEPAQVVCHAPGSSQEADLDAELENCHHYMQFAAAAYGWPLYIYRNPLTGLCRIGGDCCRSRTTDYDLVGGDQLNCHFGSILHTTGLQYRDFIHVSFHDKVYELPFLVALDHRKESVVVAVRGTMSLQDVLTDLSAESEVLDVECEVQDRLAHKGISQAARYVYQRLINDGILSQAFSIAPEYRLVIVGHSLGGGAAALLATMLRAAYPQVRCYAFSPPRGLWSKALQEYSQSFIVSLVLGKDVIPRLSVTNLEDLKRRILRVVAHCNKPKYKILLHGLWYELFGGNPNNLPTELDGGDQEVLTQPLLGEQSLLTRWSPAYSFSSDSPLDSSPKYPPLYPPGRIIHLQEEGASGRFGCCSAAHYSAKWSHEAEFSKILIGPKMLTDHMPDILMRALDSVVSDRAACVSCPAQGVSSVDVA
Tat export inh: blocks Tat-dependent protein export in E. coli. AID 488895. inhibition, % at 10 µM. E. coli MC4100 TorA-mCherry Tat export, fluorescence. 340,000 compounds, 0.036% hits;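 active = mean replicate inhibition at least 50% and at least half of replicates individually reaching 50%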;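 also: exported cargo escapes ClpAP degradation while cytoplasmic cargo is degraded and loses fluorescence; 0% = median of neutral control wells and 100% = median of NaSCN control wells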
AddAB inh: less growth of phage-infected E. coli with AddAB. E. coli expressing H. pylori AddAB, absorbance growth. inhibition, % at 11.9 µM. 330,000 compounds, 0.29% hits. AID 435030; in the data active = inhibition above about 12%;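 also: 0% = vehicle wells of infected cells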
Rtt109 HAT inh: blocks Candida albicans Rtt109/Vps75 acetyltransferase activity; 330,000 compounds, 0.16% hits; inhibition, % at 34.9 µM; purified Rtt109/Vps75, ThioGlo CoA-SH fluorescence, 4 h;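 active = inhibition of at least 50% in every replicate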
Target sequence (Q5AAJ8 whole entry, looked up): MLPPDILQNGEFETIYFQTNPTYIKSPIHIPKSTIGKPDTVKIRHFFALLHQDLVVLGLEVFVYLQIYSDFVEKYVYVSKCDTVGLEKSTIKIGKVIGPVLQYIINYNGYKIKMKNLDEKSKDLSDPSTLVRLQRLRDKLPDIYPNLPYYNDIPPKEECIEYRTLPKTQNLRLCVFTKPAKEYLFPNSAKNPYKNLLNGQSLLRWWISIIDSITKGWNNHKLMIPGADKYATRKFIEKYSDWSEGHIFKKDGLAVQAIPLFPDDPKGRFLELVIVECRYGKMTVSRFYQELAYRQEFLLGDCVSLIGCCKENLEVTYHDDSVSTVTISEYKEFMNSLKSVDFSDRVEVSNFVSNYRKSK
CAL PDZ inh: inhibitors of human CAL PDZ peptide binding; purified CAL PDZ, TMR-peptide fluorescence polarization, 1 h; inhibition, % at 20 µM; 330,000 compounds, 0.02% hits;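 active = highest replicate inhibition of at least 40%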;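 also: plate controls were DMSO neutral control wells for no effect and unlabeled competitor peptide control wells for full effect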
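material = purified tagged CAL PDZ domain construct (CerCALP) | buffer or medium = sodium phosphate/NaCl buffer pH 7.4 with TCEP, IgG, Thesit | reagent = TMR-labelled reporter peptide T*-PRC34 bound in PDZ groove | incubation = 1 h room-temperature incubation prior to read | measured by = fluorescence polarization (mP) | evaluation = percent inhibition from loss of millipolarization | control set = unlabelled peptide and DMSO controls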
phage Ecoli inh: E. coli growth loss with phage present; growth absorbance; inhibition, % at 11.9 µM; 360,000 compounds, 0.26% hits; AID 651602; in the data active = inhibition above about 11%
PfHsp90 set2: growth inhibition of yeast expressing Plasmodium Hsp90; 310,000 compounds, 0.32% hits; AID 504621; inhibition, % at 9.4 µM; S. cerevisiae expressing PfHsp90, BacTiter-Glo ATP, 48 h; yeast lacking PDR1 and PDR3 efflux regulators;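 active = every replicate shows inhibition above about 80%, whatever the replicate mean, limit read from the data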;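 also: 0% = DMSO neutral controls and 100% = 20 µM radicicol positive controls; yeast relying on Plasmodium falciparum Hsp90 in place of its own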
PvdQ acylase: blocks Pseudomonas aeruginosa PvdQ acylase activity | purified PvdQ acylase, fluorescence plate reader | inhibition, % at 10 µM | 340,000 compounds, 0.063% hits | AID 488965; in the data active = inhibition above about 30%, passing the limit was not always enough;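 also: 0% = vehicle neutral wells and 100% = reference inhibitor wells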
Wnt bcat act: activators of Wnt/beta-catenin signaling. Wnt/beta-catenin reporter cell assay, activator, plate reader. activation, % at 9.35 µM. 300,000 compounds, 1.2% hits. AID 743398; in the data active = activation above about 30%, passing the limit was not always enough;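 also: 0% = neutral control wells and 100% = positive control wells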
Ecoli viability: counter-screen for AddAB inhibitors: E. coli growth inhibition; AID 449728; E. coli V3065 growth, OD600 absorbance, 18 h; inhibition, % at 11.9 µM; 330,000 compounds, 0.27% hits;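 active = inhibition above the campaign's mean inhibition across all tested compounds plus 3 SD, cut at about 9.9% in these data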;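 also: uninfected addAB+ strain grown without phage in ampicillin broth; 0% = DMSO wells and 100% = ciprofloxacin 0.95 µg/ml wells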
An asterisk follows results filed as active; · = no result given. The order is random; overall some 1.9% were active at least once.

Order of results – DAGLB inh	Tat export inh	AddAB inh	Rtt109 HAT inh	CAL PDZ inh	phage Ecoli inh	PfHsp90 set2	PvdQ acylase	Wnt bcat act	Ecoli viability
CCNc1ccc(S(=O)(=O)N(C)C)cc1NCC(=O)Nc1ccccc1F
 : 5	7	5.4	5	-1.5	-0.7	-28	-4	-6	0.3
Nc1[nH]n(-c2ccccc2)c(=O)c1N=Nc1ccccc1[N+](=O)[O-]
 : 9	-4	-0.4	-1	-0.2	-0.8	-8	0	61*	-1.7
CN1CCCC(OC(=O)COc2ccccc2)C1 (configuration not stated)
 : 1	-2	0.7	5	1.2	-0.3	-8	1	·	-1.1
CCn1c(C)nc2cc(C(=O)N=Nc3c(O)[nH]c4c(C)cc(C)cc34)ccc21
 : ·	·	2.9	·	·	1.9	·	·	1	0.8
O=C(NCCCCCCOC1=NS(=O)(=O)c2ccccc21)C(=O)Nc1ccccc1
 : 0	4	2.5	·	-3.4	4.3	-22	2	12	1.7
CCN1C(=O)/C(=C/N(C)C)c2ccccc21
 : -2	6	1.5	9	0.5	2.2	·	5	-6	-0.5
C[N+]1(C)CCCC(OC(=O)C(O)(c2ccccc2)c2ccccc2)C1 (configuration not stated)
 : 4	-5	0.8	-3	0.8	1.8	0	-8	-3	0.0
CN(Cc1ccncn1)C(=O)CC1C(=O)NCCN1Cc1cccc(Oc2ccccc2)c1 (configuration not stated)
 : 1	-3	4.2	4	0.0	3.9	-32	-11	0	1.5
CCCCn1c(N)c(N(CC(C)C)C(=O)CCS(=O)(=O)c2ccc(C)cc2)c(=O)[nH]c1=O
 : 0	6	0.0	0	-2.9	2.9	-4	-8	-4	3.6
CC1CCN(C(=O)CSc2nnc(-c3ccc(S(=O)(=O)N4CCOCC4)cc3)n2C)CC1
 : -2	-9	-0.1	-6	-1.3	1.9	2	-5	·	0.4
O=C(NCC1CCCO1)c1cc(-c2ccco2)nc2ccccc12 (configuration not stated)
 : 1	-5	1.6	-145	-2.0	-1.8	10	-12	4	-0.8
CN(CC(=O)Nc1ccc2c(c1)CCC2)CC(=O)Nc1ccccc1Br
 : -5	7	3.7	8	-4.5	3.7	-10	-15	-2	-1.6
COc1cccc(C(=O)NC(=O)Nc2nc(C)cc(C(F)(F)F)n2)c1
 : -1	-2	1.2	-5	-3.2	1.0	-6	-4	-4	0.2
CC1(C)C(Cl)C(=O)C(C(=O)c2ccccc2)C(=O)C1Cl (configuration not stated)
 : 0	0	7.6	-9	-0.3	1.3	-4	-5	-1	0.5
CC(C)(C)C1CCc2sc(-c3nnc(CCl)o3)cc2C1 (configuration not stated)
 : -1	1	2.9	1	-0.7	3.3	10	-6	5	1.2
N=c1c(C(=O)NC2CCCC2)cc2c(=O)n3ccccc3nc2n1CCN1CCOCC1
 : 1	-4	2.1	-58	-1.5	-0.2	12	6	-4	-1.6
O=C(CNc1cccc(C(F)(F)F)c1)N/N=C/c1cccc(Br)c1
 : -5	-2	3.3	0	0.0	2.2	-28	-12	-2	-1.2
COC(=O)c1ccc(NC(=O)CSc2nc3[nH]ncc3c(=O)[nH]2)cc1
 : 1	-4	-0.8	2	-1.5	-1.0	24	-18	0	-0.5
Cc1ccc2nc(-c3ccncc3)cc(C(=O)Nc3ccc(F)cc3C)c2c1
 : 4	-1	-0.1	1	-0.6	0.6	-4	-7	-4	-1.1
CCn1cc(/C=C2\SC(=O)N(CC(=O)Nc3ccc4c(c3)OCO4)C2=O)c2ccccc21
 : -4	-2	1.6	-6	-0.1	1.4	-29	-7	·	-0.2
Cc1ccsc1/C=N/NC(=O)Nc1ccccc1
 : -2	7	0.4	-10	-6.0	5.0	-48	-15	16	1.5
C=CCN(CC=C)C(=O)C[n+]1ccc(C(N)=O)cc1
 : 0	-6	2.5	0	-0.5	-2.8	1	-11	0	0.0
Clc1cccc(C2=NOC(c3nnc(-c4ccccc4)o3)C2)c1 (configuration not stated)
 : -5	-2	-0.4	4	-0.9	1.9	3	2	0	-4.0
O=C(O)[C@@H]1CCCN1c1ncnc2sc3c(c12)CCC3
 : -1	2	4.5	5	-0.2	1.0	11	-6	·	0.2
CCCNC(=O)c1ccc(C2SCC(=O)N2CCc2ccccc2)cc1 (configuration not stated)
 : 2	10	-0.5	-2	-0.9	5.4	-2	-16	-1	0.6
N#Cc1c2c(c(NCCN3CCOCC3)n3c1nc1ccccc13)CCCC2
 : 1	5	0.0	-65	0.0	1.5	4	-9	-3	-0.1
CCOC(=O)[C@@H]1[C@H]2COc3ccc(Br)cc3[C@H]2N2C(=O)N(c3ccc(F)cc3)C(=O)[C@]12C
 : -6	1	3.6	3	-0.6	2.4	28	5	-3	-1.4
COc1cc(/C=N/NC(=O)c2ccc3c(c2)OCO3)ccc1O
 : 0	-5	·	-1	-2.3	2.5	-57	-9	6	·
COc1ccc(NS(=O)(=O)c2cn(C)cn2)cc1
 : -1	0	0.8	5	0.3	1.0	-4	18	2	0.0
CC1=CC2=NC(=O)/C(=C\c3cccn3CCOc3cc(C)ccc3C)C(=N)N2O1
 : -7	2	-2.0	4	-0.3	2.1	16	3	-3	0.2
CCOc1ccc(NS(=O)(=O)c2ccc(C)c(C(N)=O)c2)cc1
 : 0	2	-1.8	-8	-2.7	0.6	2	-6	15	0.0
CC(=O)CSc1nc(N)c(C#N)c(-c2cccs2)c1C#N
 : -1	-1	-1.7	14	-1.9	0.9	·	3	·	-1.6
Cc1cc(C(=O)CSc2nncs2)c(C)n1-c1c(C)n(C)n(-c2ccccc2)c1=O
 : -1	0	2.2	4	-2.0	2.8	-33	-12	1	0.6
N#Cc1c(NC(=O)CSc2nnnn2C2CCCC2)sc2c1CCCC2
 : 3	7	-0.9	-3	-3.0	0.5	8	-4	·	-0.6
COCc1c(C(=O)OCC(=O)Nc2ccc(OC(F)F)cc2)oc2ccccc12
 : -6	12	-0.3	-3	-1.1	5.6	1	-7	1	-0.3
O=C(CCS(=O)(=O)c1ccc(Cl)cc1)N1CCN(c2ccc(F)cc2)CC1
 : -2	3	0.7	4	0.0	3.6	15	10	-2	-1.9
CN(Cc1ccccc1)C(=O)COC(=O)c1ccc(Cl)cc1N
 : -5	-4	-0.7	1	-1.1	4.0	·	-3	3	-2.6
O=C(N/N=C\c1ccc(Cl)cc1)C1=NOC2COC3(CCN(c4ccc([N+](=O)[O-])cc4)CC3)OCC12 (configuration not stated)
 : 5	1	2.2	7	-2.8	-0.1	-32	9	2	-1.7
N#CCc1c(C#N)c(N)nc(N2CCCC(O)C2)c1C#N (configuration not stated)
 : 2	4	1.4	-28	-6.2	4.7	17	-2	3	0.4
CC1CN(CC(=O)Nc2ccc(S(N)(=O)=O)cc2)CC(C)O1 (configuration not stated)
 : -2	3	0.3	-9	-1.8	·	8	7	·	-1.3
CCC(C)CCN1CCN=C1N(C)C (configuration not stated)
 : -2	4	3.7	-2	0.5	2.5	-13	8	-1	-2.8
O=C(Cc1ccc(Br)cc1)N1CCc2ccccc2C1
 : -7	3	2.5	-4	-0.7	1.6	9	-7	5	1.7
CC(=O)N1N=C(c2ccncc2)OC1(Cc1ccccc1)Cc1ccccc1
 : -3	2	0.9	3	-1.4	-0.1	5	8	-7	1.6
CCNC(=O)NC(=O)C(C)OC(=O)c1oc2ccc(OC)cc2c1C (configuration not stated)
 : 2	4	-2.4	-3	-2.0	2.4	-14	7	-6	0.8
O=C(Nc1cc(S(=O)(=O)N2CCOCC2)ccc1N1CCCC1)c1cccnc1Cl
 : 1	-4	1.1	11	-0.4	2.3	-29	7	-2	3.0
CCOC(=O)N1CCc2c(sc3nc4n(c(=O)c23)N=C(c2ccc(OC)cc2)CS4)C1
 : -2	12	1.4	-4	-0.4	-0.4	-19	-17	-3	-0.5
CN(CCc1ccccn1)C(=S)NC(=O)c1ccco1
 : -1	-4	5.2	4	-0.7	3.4	0	-11	1	0.6
O=C(COC(=O)CCNS(=O)(=O)c1ccccc1)NC(=O)c1ccccc1
 : 3	6	-4.1	-2	-1.9	1.3	·	-1	-2	-1.8
O=C(Nc1ccc(C2SCCS2)cc1)c1ccccc1
 : ·	·	3.0	·	·	3.9	·	·	49*	0.3
Cc1ccccc1NC(=O)Cc1cn(C)c2ccccc12
 : -1	-2	1.5	-4	·	1.1	·	5	-2	-0.4
CCn1c(C)c(C(C)=O)c(N2CCCC2)nc1=S
 : 3	0	3.8	2	-2.2	3.9	16	2	-1	3.7
CCOc1ncccc1C(=O)OCC(=O)c1cccc(Br)c1
 : -4	-7	-1.1	-1	-0.1	1.7	-3	-13	-3	1.8
COCCNC(=O)c1ccc(Cn2c(=S)[nH]c3cc4c(cc3c2=O)OCO4)cc1
 : 4	-5	3.1	-15	-1.2	0.2	-1	-11	2	-1.8
CCOc1ccc(Nc2nc(Cc3nnc(SCC(=O)NCC4CCCO4)n3C)cs2)cc1 (configuration not stated)
 : -2	-6	-1.1	5	-2.2	1.7	20	-10	-3	-3.4
O=c1[nH]c(-c2ccc(Cl)cc2)nc(=S)[nH]1
 : 2	13	2.5	4	-0.2	4.6	-4	-4	-4	-3.3
COc1ccc(/C(C)=N/Nc2ccccc2Cl)c(O)c1
 : -3	-9	-0.4	-2	-1.5	1.8	-7	-4	7	0.3
CCOC(=O)C1=C(C)NC2=C(C(=O)CCC2)C1c1cn(Cc2ccc(Cl)cc2Cl)nc1-c1ccccc1 (configuration not stated)
 : -5	16	0.3	-1	·	0.6	-3	-5	-10	0.0
O=C(O)CCCn1cc(NC(=O)COc2ccccc2F)cn1
 : 1	1	3.9	-1	-1.0	0.6	8	-8	1	1.8
O=C(NCCCNC(=O)c1cnccn1)c1ccc(Cl)cc1
 : -1	0	0.9	0	-0.8	2.1	8	5	1	0.1
CCC(Oc1ccccc1)C(=O)Nc1ccccc1N1CCCC1 (configuration not stated)
 : -9	6	3.2	15	-0.4	2.2	-2	-1	-2	-1.6

(further entries)
Order of results – DAGLB inh	Tat export inh	AddAB inh	Rtt109 HAT inh	CAL PDZ inh	phage Ecoli inh	PfHsp90 set2	PvdQ acylase	Wnt bcat act	Ecoli viability
Cc1cc(C(=O)OCC(=O)N2CCC(C)CC2)c2ccccc2n1
 : 0	12	-0.8	-5	-1.5	3.6	-6	-3	-1	0.3
COc1ccc(NC(=O)NCc2ccc3c(c2)OCO3)cc1OC
 : 2	4	0.6	2	0.1	-0.2	-10	-6	0	-1.5
O=C(Nc1ccc(C(=O)N2CCC(N3CCCC3)CC2)cc1)c1ccc(Br)o1
 : 1	-4	0.3	5	-1.5	·	-3	-16	·	1.6
O=C(Cc1cccs1)NCCc1cn2ccccc2n1
 : 2	-8	-1.0	0	-0.2	1.1	-29	-1	5	0.9
O=C(CSc1ccc(-c2ccccn2)nn1)NC1CCCCC1
 : 2	-1	3.8	-13	-0.6	5.7	-9	-2	0	2.8
Cn1ncc([N+](=O)[O-])c1C(=O)Nc1ccc(C2CCCCC2)cc1
 : -1	2	-0.5	·	-0.9	3.4	-2	2	-3	-2.6
CCOC(=O)C1=NN(c2ccccc2)C(=O)/C1=C\c1ccc(N(C)C)cc1
 : 8	-12	2.4	4	-1.5	1.1	14	-2	3	-2.6
Cc1ccc(SC[C@H](C)CN2CC[C@H](C(C)(C)C)CCC2=O)cc1
 : -17	18	0.8	9	-0.5	0.2	-15	-5	-4	-2.9
